MEX-5 binding: MEX-5 zinc finger RNA-binding disruptors – biochemical, C. elegans, fluorescence polarization, MLPCN library, primary screen. Zinc finger protein mex-5 (Caenorhabditis elegans), Q9XUB2. MEX-5/FITC-TCR2 RNA binding; active compounds read low. activity score (negative = inhibition of binding), % at 10 µM. hit rate 0.38% among 300,000;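 active means inhibition past about -25% in most replicates, and total fluorescence under double the plate's negative control median, limit read from the data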;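 further: 0% = DMSO and -100% = 5 µM competing unlabeled TCR2 RNA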
Bcl-xL primary: inhibitors of human Bcl-xL, primary screen, biochemical, fluorescence polarization, HTS; Bcl-2-like protein 1 (Homo sapiens), Q07817; GST-Bcl-xL / FITC-Bim BH3 peptide fluorescence polarization; inhibition, % at 10.9 µM; hit rate 0.7% among 320,000; AID 2129, 2009;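 active means inhibition above the mean of all tested compounds plus 3 SD, cutoff set per campaign, cut at about 30% in these data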;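 further: 0% = DMSO wells and 100% = unlabeled Bim-BH3 peptide competitor; inhibitors lower millipolarization by displacing the labeled peptide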
Target sequence (Q07817 whole entry, looked up): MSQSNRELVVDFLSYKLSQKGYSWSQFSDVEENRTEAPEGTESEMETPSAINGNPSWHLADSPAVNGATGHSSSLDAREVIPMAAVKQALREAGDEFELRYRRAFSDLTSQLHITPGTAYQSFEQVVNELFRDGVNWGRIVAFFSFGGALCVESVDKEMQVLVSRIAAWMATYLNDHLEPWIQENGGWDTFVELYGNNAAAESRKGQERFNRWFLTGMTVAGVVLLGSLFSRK
Fam108B inh: mouse Fam108B serine hydrolase inhibitors, primary screen, counter-screen for RBBP9 inhibitor project, biochemical, fluorescence polarization | recombinant Fam108B, FP-Rh probe fluorescence polarization | inhibition, % at 9.51 µM | hit rate 0.33% among 300,000 | AID 1947, 2009;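 active means inhibition above the screen mean inhibition plus 3 SD, computed separately per campaign, cut at about 18% in these data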;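 further: inhibitors lower polarization as less probe binds the enzyme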
AHR activator: AHR activators, primary screen, cell-based, luminescence, luciferase reporter, human; Aryl hydrocarbon receptor (Homo sapiens), P35869; AHR-responsive luciferase reporter cells; activation, % at 5 µM; hit rate 2.5% among 320,000; AID 2796, 2010; in the data active means activation above about 47%;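 further: 0% = vehicle wells and 100% = reference agonist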
PAFAH1B2 inh: PAFAH1B2 enzyme inhibitors, primary screen, biochemical, fluorescence polarization, human; recombinant PAFAH1B2, FP-rhodamine activity probe; Platelet-activating factor acetylhydrolase IB subunit alpha2 (Homo sapiens), P68402; hit rate 1.2% among 340,000; inhibition, % at 3.39 µM;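 active means inhibition above the mean of all tested compounds plus 3 SD, cut at about 24% in these data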;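 further: 0% = enzyme with DMSO and 100% = wells lacking PAFAH1B2; many of its hits are not listed in these tables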
pPAFAH inh: pPAFAH enzyme inhibitors, primary screen, biochemical, fluorescence polarization, human; hit rate 1.5% among 330,000; recombinant pPAFAH, FP-rhodamine probe fluorescence polarization; Platelet-activating factor acetylhydrolase (Homo sapiens), Q13093; inhibition, % at 3.39 µM;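 active means inhibition above the mean inhibition across the screen plus 3 SD, cut at about 25% in these data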;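 further: inhibitors block binding of the rhodamine activity-based probe so polarization drops; 0% = enzyme with DMSO and 100% = wells lacking pPAFAH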
Target sequence (Q13093 whole entry, looked up): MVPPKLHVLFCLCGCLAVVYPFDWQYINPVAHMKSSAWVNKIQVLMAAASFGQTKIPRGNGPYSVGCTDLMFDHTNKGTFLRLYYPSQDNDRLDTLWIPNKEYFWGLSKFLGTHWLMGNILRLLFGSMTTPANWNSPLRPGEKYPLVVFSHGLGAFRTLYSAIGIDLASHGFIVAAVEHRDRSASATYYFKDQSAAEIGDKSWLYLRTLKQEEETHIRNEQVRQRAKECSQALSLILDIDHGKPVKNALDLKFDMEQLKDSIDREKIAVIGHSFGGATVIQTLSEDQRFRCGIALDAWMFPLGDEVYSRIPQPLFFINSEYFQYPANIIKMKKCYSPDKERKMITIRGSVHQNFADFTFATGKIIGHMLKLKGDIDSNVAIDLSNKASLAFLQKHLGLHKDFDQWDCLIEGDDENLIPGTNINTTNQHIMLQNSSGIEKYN
GLD-1 RNA inh: GLD-1/TGE RNA complex disruptors, primary screen, biochemical, fluorescence polarization. Female germline-specific tumor suppressor gld-1 (Caenorhabditis elegans), Q17339. purified GLD-1 + fluorescein TGE RNA. inhibition, % at 5.96 µM. hit rate 0.44% among 320,000. AID 2280, 2010;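 active means percent inhibition above a per-plate cutoff, the plate mean of test compounds plus 3 SD, cut at about 30% in these data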;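 further: 0% = DMSO wells with GLD-1 and probe and 100% = wells lacking GLD-1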
MCL1-BIM inh: inhibitors of MCL1 binding to BIM-BH3, primary screen, biochemical, fluorescence polarization; Induced myeloid leukemia cell differentiation protein Mcl-1 (Homo sapiens), Q07820; GST-MCL1 / FITC-Bim-BH3 fluorescence polarization; inhibition, % at 10.9 µM; hit rate 0.68% among 320,000; AID 2057, 2009;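 active means inhibition above the mean inhibition of all tested compounds plus 3 SD, set per campaign, cut at about 40% in these data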;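 further: 0% = DMSO wells and 100% = unlabeled Bim-BH3 peptide control; higher means more loss of mP so more displacement of Bim peptide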
PME-1 inh: PME-1 inhibitors via competitive probe labeling, primary screen, biochemical, fluorescence polarization, FP-Rh probe, HTS. hit rate 0.53% among 320,000. Protein phosphatase methylesterase 1 (Homo sapiens), Q9Y570. recombinant PME-1. inhibition, % at 5.9 µM. AID 2130, 2009;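 active means inhibition above the campaign mean of all compounds plus 3 SD, cut at about 26% in these data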;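 further: competitive labeling of PME-1 active site by serine hydrolase directed probe; 0% = PME-1 with DMSO and 100% = wells lacking PME-1 enzyme; inhibitors block probe labeling so polarization falls and inhibition rises; many of its hits are not listed in these tables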
Target sequence (Q9Y570 whole entry, looked up): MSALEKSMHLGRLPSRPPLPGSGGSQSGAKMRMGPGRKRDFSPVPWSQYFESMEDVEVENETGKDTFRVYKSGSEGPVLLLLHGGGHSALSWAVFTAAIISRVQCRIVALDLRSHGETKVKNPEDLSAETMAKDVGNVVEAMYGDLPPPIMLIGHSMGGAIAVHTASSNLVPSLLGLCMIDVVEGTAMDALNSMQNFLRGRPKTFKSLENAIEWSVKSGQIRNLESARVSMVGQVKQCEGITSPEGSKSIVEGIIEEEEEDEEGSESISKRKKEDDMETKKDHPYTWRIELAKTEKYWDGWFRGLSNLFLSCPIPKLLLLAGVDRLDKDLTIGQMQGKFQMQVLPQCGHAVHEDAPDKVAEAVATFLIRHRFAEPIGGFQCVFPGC
Numbers without * were called inactive; / = no result given. An excerpt (hit frequency here may not be typical).

1. Cc1ccc(S(=O)(=O)c2c(N)n(CCCN(C)C)c3nc4ccccc4nc23)cc1
2. COc1cc(C(=O)Nc2nc3ccc(C)cc3s2)ccc1OCc1c(C)noc1C
3. CSc1ncccc1C(=O)OCC(=O)Nc1nc(C)c(Cl)cc1Cl
4. Cc1ccccc1NC(NC(=O)c1cccs1)C(Cl)(Cl)Cl (stereo not given)
5. O=C(COc1ccc2c(c1)CCC2)Nc1ccccn1
6. COc1ccc(/C(C)=N/NC(=O)CNC(=O)c2cccnc2)cc1
7. CCNC(=O)/C(=C/c1ccco1)NC(=O)/C=C/c1ccccc1
8. CC(CCc1ccccc1)NC(=O)C1CCCN(C(=O)c2cc3sccc3n2C)C1 (stereo not given)
Compound,1,2,3,4,5,6,7,8
MEX-5 binding,0.1,2.1,/,3.0,1.8,-0.5,-3.5,-0.5
Bcl-xL primary,6,-5,/,3,3,4,13,2
Fam108B inh,1,-1,/,3,-1,7,0,-3
AHR activator,-1,-4,1,-1,0,8,2,1
PAFAH1B2 inh,5,2,1,3,4,10,2,-5
pPAFAH inh,9,5,4,1,3,0,-5,3
GLD-1 RNA inh,1,25,0,1,-2,-1,25,3
MCL1-BIM inh,10,-11,/,5,-1,7,5,5
PME-1 inh,0,1,/,3,-43,-8,1,0

9. CCOc1ccc(N2C(=O)CC(NCCc3ccc(S(N)(=O)=O)cc3)C2=O)cc1 (stereo not given)
10. COC(=O)c1ccc(NC(=O)CSc2nnc(C3CC3)n2C)cc1
11. C[C@H](CCC(=O)NCC(=O)O)[C@H]1CC[C@H]2C3[C@H](O)C[C@@H]4C[C@H](O)CC[C@]4(C)[C@H]3C[C@H](O)[C@]12C (stereo not given in full)
12. CC(C)(C)c1nnc(NC(=O)c2cccnc2Cl)s1
13. CC(Oc1ccccc1)C(=O)N1CCN=C1SCc1ccccc1F (stereo not given)
14. CN(C)C(=O)c1ccc(NC(=O)CN2C(=O)NC3(CCCc4ccccc43)C2=O)cc1 (stereo not given)
15. COc1ccc(CCN2CC(C(=O)NCCc3ccccn3)CCC2=O)cc1 (stereo not given)
16. CCOC(=O)[C@@H]1[C@H]2COc3cc(OC)ccc3[C@@H]2N2C(=O)N(c3ccc(C(F)(F)F)cc3)C(=O)[C@@]12C
Compound,9,10,11,12,13,14,15,16
MEX-5 binding,0.3,-1.9,0.5,-1.7,2.6,0.1,0.1,2.4
Bcl-xL primary,4,2,3,5,3,3,3,6
Fam108B inh,-2,2,0,0,3,3,-1,-4
AHR activator,3,0,-1,3,-4,1,-3,6
PAFAH1B2 inh,2,-1,-1,1,2,5,-1,1
pPAFAH inh,1,2,0,2,-5,2,2,-3
GLD-1 RNA inh,-7,3,2,4,3,0,0,5
MCL1-BIM inh,2,6,-4,4,3,-2,-5,2
PME-1 inh,-4,-3,-2,-3,-11,-7,6,-2

Complete entries from above:
`CCOc1ccc(N2C(=O)CC(NCCc3ccc(S(N)(=O)=O)cc3)C2=O)cc1` (stereo not given) across the screens: MEX-5 binding = 0.3; Bcl-xL primary = 4; Fam108B inh = -2; AHR activator = 3; PAFAH1B2 inh = 2; pPAFAH inh = 1; GLD-1 RNA inh = -7; MCL1-BIM inh = 2; PME-1 inh = -4
`CC(Oc1ccccc1)C(=O)N1CCN=C1SCc1ccccc1F` (stereo not given) across the screens: MEX-5 binding = 2.6; Bcl-xL primary = 3; Fam108B inh = 3; AHR activator = -4; PAFAH1B2 inh = 2; pPAFAH inh = -5; GLD-1 RNA inh = 3; MCL1-BIM inh = 3; PME-1 inh = -11

The listing continues:
17. COc1ccc(OC)c(C(=O)N/N=C/c2ccccn2)c1
18. C#CCOc1c(Cl)cc(/C=N/NC(N)=S)cc1OCC
19. COCc1cc(C)n(CC(=O)Nc2c(C)cccc2C)c(=O)c1C#N
20. Cc1ccnc(SCC(=O)Nc2oc(-c3ccccc3)c(-c3ccccc3)c2C#N)n1
21. COc1ccccc1OCCNC(=O)CN(c1cccc(C)c1)S(=O)(=O)c1ccccc1
22. O=C(O)c1cccn1Cc1ccccc1F
23. CCc1nnc(NC(=O)C2CCN(C(=O)c3ccco3)CC2)s1
24. Cc1ccc(CCNC(=O)c2cccc(NC3=NC4CS(=O)(=O)CC4S3)c2)cc1 (stereo not given)
Compound,17,18,19,20,21,22,23,24
MEX-5 binding,-0.5,1.6,-2.4,1.3,-0.8,-2.2,-0.8,1.6
Bcl-xL primary,-4,6,2,2,6,0,-1,-2
Fam108B inh,-5,-4,-1,-5,0,-2,4,-1
AHR activator,17,0,1,12,5,0,-2,1
PAFAH1B2 inh,1,1,6,-5,9,3,-5,10
pPAFAH inh,0,4,2,1,4,-1,-1,6
GLD-1 RNA inh,7,2,2,-1,-2,3,1,4
MCL1-BIM inh,-5,5,0,4,5,4,-11,7
PME-1 inh,-3,1,0,-11,-5,3,-2,-1

25. O=C(Nc1cc(S(=O)(=O)N2CCOCC2)ccc1N1CCOCC1)c1ccccc1[N+](=O)[O-]
26. CCCS(=O)(=O)N1CCN(C(=O)c2cc(OC)cc(OC)c2)CC1
27. COc1ccc(Cc2nnc(SCC(=O)NC3CCCCC3)n2C)cc1
28. COc1ccc(Cl)cc1NC(=O)C(=O)N/N=C/c1cc(C)n(-c2ccc(C)cc2)c1C
29. O=C(C1=C[C@@H](c2ccccc2)C[C@@H](OCc2ccc(CO)cc2)O1)N1CCN(Cc2ccc3c(c2)OCO3)CC1
30. CC(=O)c1ccc(-n2nnnc2SCC(=O)Nc2sc(C)c(C)c2C#N)cc1
31. COc1cccc(C=Nc2ccccc2C(=O)Nc2ccccc2)c1O
32. Cc1cc(Cl)ccc1OCC(=O)N/N=C/c1ccncc1
Compound,25,26,27,28,29,30,31,32
MEX-5 binding,/,1.4,-8.6,-5.5,-0.4,1.0,2.1,0.4
Bcl-xL primary,/,-1,-25,-1,0,9,2,6
Fam108B inh,/,11,2,-1,4,-6,3,3
AHR activator,1,2,1,15,3,8,0,13
PAFAH1B2 inh,2,2,3,-2,9,0,8,1
pPAFAH inh,4,4,4,0,6,8,2,1
GLD-1 RNA inh,1,-4,0,3,7,-1,5,-1
MCL1-BIM inh,/,-5,-20,-3,0,2,6,3
PME-1 inh,/,3,3,-1,4,3,0,-5

33. CO/N=C(\N)c1nonc1N
34. Cc1ccc2nc3c(cc(C(=O)NC4CCS(=O)(=O)C4)n3Cc3ccccc3)c(=O)n2c1 (stereo not given)
35. CCOC(=O)N1CCN(C(=O)c2cc3c(s2)-c2c(C)cccc2OC3)CC1
36. CCOc1ccc(CCNC(=O)C2CSC3(C)CCC(=O)N23)cc1OCC (stereo not given)
37. COc1cc(COc2ccc3c(C)c(CC(=O)O)c(=O)oc3c2C)cc(OC)c1OC
38. O=[N+]([O-])c1ccccc1S(=O)(=O)Nc1ccc(S(=O)(=O)N2CCCC2)cc1
39. C[C@H](CO)N1C[C@H](C)[C@@H](CN(C)S(=O)(=O)c2ccccc2)Oc2ccc(NS(=O)(=O)c3cn(C)cn3)cc2C1=O
40. COc1cccc(-n2c(SCC(=O)c3c[nH]c4ccccc34)nc3ccccc3c2=O)c1
Compound,33,34,35,36,37,38,39,40
MEX-5 binding,0.5,-1.0,1.0,1.4,0.2,/,/,-4.5
Bcl-xL primary,5,2,-3,3,4,/,/,-2
Fam108B inh,-2,-1,-1,-4,0,/,/,-14
AHR activator,6,1,9,-9,0,0,0,-11
PAFAH1B2 inh,4,0,2,5,2,10,3,-12
pPAFAH inh,8,3,22,1,-9,6,5,3
GLD-1 RNA inh,8,-5,1,-7,-4,1,3,-10
MCL1-BIM inh,6,2,-1,-2,-9,/,/,1
PME-1 inh,-2,-3,10,2,2,/,/,-10

41. O=C(Cc1ccccc1)N/N=C/c1ccc2c(c1)OCO2
42. CC(C)OCCCNC(=O)c1ccc2c(c1)S(=O)(=O)c1ccccc1C2=O
43. CCc1nc(-n2[nH]c(=O)c3ccccc3c2=O)c2c3c(sc2n1)CCCC3
44. Cc1cccc(N=C2NC(=O)/C(=C3/C(=O)N(C)c4ccccc43)S2)c1C
45. Cn1c(CNS(=O)(=O)c2ccc(Cl)cc2)cc(=O)n(C)c1=O
46. COc1ccc(N2CCCn3c2nc2c3c(=O)n(Cc3ccccc3F)c(=O)n2C)c(OC)c1
47. Cc1cccn2c(=O)cc(COC(=O)C(C)Oc3ccccc3)nc12 (stereo not given)
48. COc1ccc(NC(=O)N2CCCC(C(=O)NCCc3ccccc3)C2)cc1 (stereo not given)
Compound,41,42,43,44,45,46,47,48
MEX-5 binding,0.1,0.3,-1.6,-0.2,-1.2,2.8,/,3.3
Bcl-xL primary,-2,-1,2,50*,3,7,/,8
Fam108B inh,2,2,-7,1,1,3,/,1
AHR activator,22,11,7,68*,-1,-2,5,3
PAFAH1B2 inh,/,2,-4,4,7,-1,-4,4
pPAFAH inh,4,9,-7,4,-1,7,0,0
GLD-1 RNA inh,0,-4,3,10,4,4,2,5
MCL1-BIM inh,-1,0,4,35,2,1,/,9
PME-1 inh,-3,-2,-5,-1,-4,-2,/,2

49. COc1ccc(S(=O)(=O)N(CC(=O)NC2CCCC2)c2ccccc2OC)cc1
50. CC(=O)NC1CC2CCCC(C1)N2CC(=O)NCc1ccc(F)cc1 (stereo not given)
51. O=C(NNc1c(Cl)cccc1Cl)c1c(F)cccc1Cl
52. CN(Cc1nc(-c2cnccn2)no1)C1CC(C)(C)NC(C)(C)C1
53. COc1ccc(CN2CN=C(Nc3nc4ccccc4s3)NC2)cc1
54. O=C(Nc1ccccc1)OCc1cc(-c2ccccc2Cl)on1
55. COc1ccc(/C=C2\SC(=S)N(Cc3cccnc3)C2=O)cc1C
56. Cc1ccc(C)c(OCC(=O)Nc2nc3ccc([N+](=O)[O-])cc3s2)c1C
57. COc1ccc(NC(=O)CN(C)C(=O)c2cccc(S(=O)(=O)N3CCN(Cc4ccccc4)CC3)c2)cc1
58. O=C1OC(NC(=O)c2ccccc2)C(N2CCOCC2)=C1Cl (stereo not given)
Compound,49,50,51,52,53,54,55,56,57,58
MEX-5 binding,-1.0,-0.8,-0.5,-0.6,/,2.3,-8.0,-0.3,-3.9,2.1
Bcl-xL primary,7,2,2,0,4,-2,2,-2,4,1
Fam108B inh,4,4,2,0,-3,-3,-8,-2,4,-1
AHR activator,-1,-2,-2,2,10,-7,9,-2,4,-3
PAFAH1B2 inh,5,-2,16,-5,1,2,5,3,1,0
pPAFAH inh,0,-2,4,6,3,3,1,-2,2,0
GLD-1 RNA inh,3,5,-4,2,3,2,-6,6,-9,9
MCL1-BIM inh,9,6,1,4,-2,-2,4,3,-3,8
PME-1 inh,6,4,6,2,6,-10,-3,3,5,2

Bioassay records: PubChem BioAssay, several laboratories
